aSyn tox rescue: rescues yeast growth from alpha-synuclein toxicity. S. cerevisiae alpha-synuclein toxicity rescue, BacTiter-Glo growth, 24 h. Potency, µM (series often up to 46.1 µM), inactives show at the top dose growth rescue (activation), actives largely listed as activators. actives 0.02% (n = 94,000); active means well fitted activation curve with a large enough effect; inconclusive means small, poorly fitted or top-dose-only effect; further: 0% is about no effect
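Growth restoration measured by BacTiter-Glo luminescence after 24 hr at 30 deg C; alpha-synuclein yeast, raffinose-pregrown to mid-log, were added at OD600=0.02 in galactose medium onto pinned compounds.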
Active calls of the source: *; ? = inconclusive; & = joins results of further samples; [ ] = remark or other dose. Potency means the concentration at half of the fitted maximal effect.

Structure | aSyn tox rescue
O=C(c1ccc2c(c1)N(Cc1ccccc1)C(=O)c1ccccc1S2(=O)=O)N1CCN(c2ccccc2)CC1 | 12.5%
O=C(NCC(c1ccc(Cl)cc1)N1CCCCC1)c1ccccc1 (configuration not stated) | 2.5%
Cc1cc(S(=O)(=O)Nc2ccc(C(=O)NCC3(N4CCCCC4)CCCCC3)cc2)ccc1F | -14.1%
COc1cccc(NC(=O)CN(Cc2ccccc2)S(=O)(=O)c2ccc3nc(C)sc3c2)c1 | -6.7%
Cc1nn(C)c(C)c1CN(Cc1nc(-c2cc(F)ccc2F)oc1C)C1CC1 | 4.3%
Cc1ccccc1NC(=O)NC1(C(=O)N2CCC(O)CC2)CCCCC1 | 3.1%
CCCCCCNC(=O)O[C@H]1CN(C(=O)OC(C)C)N(C(=O)OC(C)C)[C@@H]2CN(S(=O)(=O)c3ccc(C)cc3)C[C@]12O | 6.1%
COc1ccc(-c2oc3ncn4nc(COc5c(C)cccc5C)nc4c3c2-c2ccc(OC)cc2)cc1 | -2.8%
COc1ccc(S(=O)(=O)NNC(=O)c2ccccc2-n2cccc2)cc1 | 0.2%
CCc1ccc(S(=O)(=O)ON2C(=O)c3ccccc3C2=O)cc1 | -65.3%[inhibitor]
COc1ccc(Cn2cc(C(=O)c3ccc(Cl)cc3)c(=O)c3cc4c(cc32)OCO4)cc1 | 13.8%
COc1cc2oc(=O)ccc2cc1-c1c(OC)ccc2ccc(=O)oc12 | -1.9%
COc1ccc(C(CC(=O)NCc2ccccc2Cl)N2Cc3ccccc3C2=O)cc1OC (configuration not stated) | 8.6%
COCCNC(=O)CN1C(=O)COc2ccc(S(=O)(=O)N3CCCCCC3)cc21 | 7.0%
O=C(OCc1cn([C@H]2C[C@H](c3ccc(Cl)cc3)N(C(=O)c3cccs3)C[C@@H]2O)nn1)c1ccccc1 | 1.0%

Other results
Structure | aSyn tox rescue
COc1ccccc1CNC(=O)Cc1c(C)c2cc3c(C)coc3c(C)c2oc1=O | 3.7%
CC[C@H](C)/C=C/C1=CC2=C(Cl)C(=O)[C@@]3(C)OC(=O)C(C(=O)[C@H](C)[C@@H](C)O)=C3C2=CO1 | -2.4%
O=C1C(=O)c2ccccc2C(O)=C1CCCCl | -67.0%[inhibitor]
O=C(Nc1cccc([N+](=O)[O-])c1)c1cccc(C(=O)Nc2cccc([N+](=O)[O-])c2)c1 | -0.5%
Fc1ccc(/C=N/NC(=S)NCCc2ccccc2)cc1F | 1.1%
CC(=O)Nc1nc(-c2ccc3c(c2)CCN3S(C)(=O)=O)cs1 | 6.5%
O=C(NCc1ccccc1F)c1cc2ccccn2n1 | -9.8%
O=C(O)CN1C(=O)S/C(=C\c2ccc3c(c2)OCO3)C1=O | 15.2%
Cc1cccc(N2CCN(C(=O)CNC(=O)c3cccc([N+](=O)[O-])c3)CC2)c1C | -5.3%
Cc1cc(C)cc(Nc2nc(-c3ccc(S(=O)(=O)N4CCCC4)cc3)cs2)c1 | -16.8%
COc1ccc(CC(=O)OCC(=O)Nc2ccc(N3CCOCC3)cc2)cc1 | 0.9%
CCCCN(CC)CCNC(=O)CN1C(=O)COc2ccc(S(=O)(=O)N3CCOCC3)cc21 | -6.8%
COc1cccc(NC(=O)CN2CCCN(S(=O)(=O)c3ccc(Br)cc3)CC2)c1 | 4.0%
O=C(NCc1ccccn1)c1cccc(NS(=O)(=O)c2cccc(Cl)c2)c1 | 0.5%
Cc1cccc(NC(=O)NCC2CCN(c3ccc(S(=O)(=O)N4CCOCC4)cc3)CC2)c1 | -1.3%

(next part)
Structure | aSyn tox rescue
O=C(NC1CC2CCCC(C1)N2C(=O)Nc1ccccc1F)C1CC1 (configuration not stated) | -43.2%[inhibitor]
N#Cc1c(C(F)(F)F)cc(-c2cccs2)nc1SCC(=O)Nc1ccc(F)cc1 | 3.2%
CCCCC(=O)N/N=C/c1ccc(-c2ccc([N+](=O)[O-])cc2)o1 | -2.4%
Cn1cc(S(=O)(=O)N2CCOCC2)cc1C(=O)NCCc1ccccc1 | -3.3%
Cc1cc(SCC(=O)NCCN2C(=O)CSC2=O)nc2c(C)cccc12 | 11.7%
COc1cccc(CNCCSc2nnnn2C)c1OCc1ccccc1 | -8.2%
COc1ccc(CN(C)C(=O)c2ccc(NC(=O)CC3SC(N4CCCC4)=NC3=O)cc2)c(OC)c1 (configuration not stated) | -8.7%
COc1ccc(C(CNC(=O)c2ccc(S(=O)(=O)Nc3ccc(F)cc3)cc2)N(C)C)cc1 (configuration not stated) | 5.1%
Cc1cccc(OCC(=O)N(Cc2sccc2C)C2CCS(=O)(=O)C2)c1 (configuration not stated) | 5.2%
CCc1ccc(CSc2nc(-c3ccccc3F)nc3c2Cc2c(CO)cnc(C)c2O3)cc1 | 1.0%
CCSc1ncc(Cl)c(C(=O)N(Cc2ccc(C(C)(C)C)cc2)C2CCS(=O)(=O)C2)n1 (configuration not stated) | 10.3%
Cc1[nH]n(-c2ccccc2)c(=O)c1C(c1cccc([N+](=O)[O-])c1O)c1c(C)[nH]n(-c2ccccc2)c1=O | 10.1%
COc1cccc(C(=O)N2CCC(c3nc4ccccc4s3)CC2)c1 | 2.3%
CCOC(=O)C1CCN(c2c(C(=O)c3ccccc3)cnc3ccc(CC)cc23)CC1 | 4.2%
CS(=O)(=O)n1nc(-c2ccco2)nc1NCc1ccccc1Cl | 0.4%

Following part:
Structure | aSyn tox rescue
CC(C)c1ccc(NC(=O)CSC2=Nc3ccccc3C3=NC(CCC(=O)NCc4cccs4)C(=O)N23)cc1 (configuration not stated) | -5.7%
CCC(C)S(=O)(=O)c1oc(-c2ccc(F)cc2)nc1S(=O)(=O)c1ccc(F)cc1 (configuration not stated) | -1.7%
Cc1ccc(C)c(S(=O)(=O)c2cn(C)c3cc(F)c(F)cc3c2=O)c1 | 24.7%
Cc1ccc(C(=O)Nc2ccc(-c3nc4ccccc4o3)cc2)cc1Cl | -12.6%
CCCn1c(CN(Cc2ccccc2)Cc2ccccc2)nc2c1c(=O)n(C)c(=O)n2C | 1.1%
COc1ccc(C(=O)Nc2ccc(S(=O)(=O)N(Cc3ccccc3)c3ccccc3)cc2)cc1 | 1.2%
O=C(Nc1ccccc1Br)c1cc(S(=O)(=O)NC2CCCCC2)ccc1F | ?
CCSc1nc2c([nH]c3ccccc32)c(=O)n1CC | 0.7%
COc1ccc(NC(=O)C2=CC(c3ccc(C)cc3)=NS(=O)(=O)N2C)cc1 | 10.9%
O=C(NCCN1CCN(c2ccccc2)CC1)Nc1cccc(Br)c1 | 3.0%
CC(C)c1nc2ccc(C(=O)NCc3ccccc3Br)cc2o1 | 9.7%
COC(=O)c1ccccc1NC(=O)C1CCCN(c2ncnc3onc(C)c23)C1 (configuration not stated) | 6.3%
O=C(NCc1ccccc1)c1cc2sccc2n1Cc1ccc(Cl)cc1 | 3.1%
CCc1ccc(NC(=O)c2sc3nc(-c4ccccc4)cn3c2C)cc1 | -13.6%
Cc1nn(C)c(C)c1/C=C/C(=O)c1ccc(Cl)cc1Cl | 13.5%

Next compounds:
Structure | aSyn tox rescue
O=C(N/N=C/c1ccccn1)c1cc(C2CC2)nc2ccccc12 | 12.0%
COc1ccccc1NC(=O)CSc1nc2ccccc2c(=O)n1CCC(=O)NC1CCCCC1 | -2.8%
Cc1ccc(-c2nc3c4ccccc4ccn3c2Cc2ccccc2)cc1 | -1.5%
CC(C)NC(=O)c1ccc(C(C)C)cc1 | -6.6%
COc1cc(NC(=O)C2=C(C)Nc3nnnn3C2c2ccc(SC)cc2)c(OC)cc1Cl (configuration not stated) | -3.3%
COc1ccc(C(CNS(=O)(=O)c2ccc(F)cc2)N2CCN(C)CC2)cc1 (configuration not stated) | -3.2%
N#CN=CN1CC=C(c2ccc(Cl)cc2)CC1 | -0.1%
O=S(=O)(Nc1cc(S(=O)(=O)N2CCCC2)ccc1O)c1ccc(Cl)s1 | -35.5%[inhibitor]
CC1CCCCN1C(=O)COC(=O)CNC(=O)c1sc2ccccc2c1Cl (configuration not stated) | 10.5%
CCC1CN(C(=O)N2CCC(C(=O)N3CCN(c4ccccc4F)CC3)CC2)c2ccccc2O1 (configuration not stated) | -4.4%
Cc1cccc(N(C)C(=O)CN2C(=O)COc3ccc(S(=O)(=O)N4CCCCCC4)cc32)c1 | 1.7%
CC1(C)CCCC2=C1CC1C(=O)N(N)C(=O)C1C2 (configuration not stated) | -7.3%
COc1ccc(NC(=O)C(Cc2ccccc2)NS(=O)(=O)c2ccc3c(c2)CCN3C(C)=O)cc1 (configuration not stated) | 4.5%
Cc1cc(C)c2oc(-c3ccc(C)c(NC(=O)/C=C/c4ccco4)c3)nc2c1 | 0.6%
Cc1cc(C)cc(NC(=O)N2C3CCCC2CC(NC(=O)C2CC2)C3)c1 (configuration not stated) | 3.4%

(further entries)
Structure | aSyn tox rescue
CCOC(=O)c1cc(S(=O)(=O)NCc2ccccc2)[nH]n1 | -6.1%
COc1ccc(CNC(=S)Nc2ccc(-c3ccccc3)cc2)cc1 | 6.4%
COc1ccc(C2c3c(n(C)c4ccccc34)C(=O)N2CC(=O)Nc2ccc(C)c(Cl)c2)cc1 (configuration not stated) | -3.3%
Cc1ccc(-c2cc(C(=O)N3CC(C)OC(C)C3)c3ccccc3n2)o1 (configuration not stated) | -0.6%
COc1cccc(N2CCN(C(=O)c3nn(C)c4c3CSc3ccc(C)cc3-4)CC2)c1 | -8.6%
CN(C)S(=O)(=O)c1cccc(NC(=O)c2ccccc2SCC(=O)N2CCCC2)c1 | 5.1%
Cc1cc(C(=O)OCC(=O)Nc2cccc(S(=O)(=O)N(C)C)c2)c(C)o1 | -2.5%
Cc1cc(CN(C)C(=O)CC2C(=O)NCCN2Cc2c(F)cccc2Cl)on1 (configuration not stated) | -15.5%
COc1ccc(S(=O)(=O)N2CCc3ccccc32)cc1C(=O)N1CCOCC1 | -11.9%
CCCCN(C(=O)CCC(=O)Nc1cc(C)on1)C(C(=O)NC(C)(C)C)c1ccccc1Cl (configuration not stated) | 9.1%
Cc1ccc(CN(Cc2ccco2)C(=O)COc2ccccc2C)cc1 | 1.1%
O=C(NCC1CCCN(C(=O)CN2CCCCC2)C1)c1ccccc1Cl (configuration not stated) | -2.1%
O=C(Nc1cccc(NC(=O)c2ccc(Br)cc2)c1)c1ccccc1 | -2.2%
CC1CCN(C(=O)c2cccc(NC(=O)c3nsc4ccccc34)c2)CC1 | -0.4%
CCN1CCN(C(c2ccc(Cl)cc2)c2c(O)cc(C)n(CCOC)c2=O)CC1 (configuration not stated) | -2.9%

Carrying on.
Structure | aSyn tox rescue
O=C(Cc1ccccc1)Nc1sc2c(c1C(=O)Nc1ccccc1Cl)CCCCC2 | 5.9%
O=C(O)c1ccc(CNCc2cccc(Cl)c2)cc1 | -4.7%
Cc1ccc(-c2nn(-c3ccccc3)cc2NC(=O)c2ccccc2)cc1 | -8.9%
Cc1ccc(S(=O)(=O)N2CCN(C(=O)NCc3ccc(C(=O)O)cc3)CC2)cc1 | 4.1%
Cc1ccc(/C=C/c2onc(C)c2S(=O)(=O)N2CCC(C(=O)Nc3cc(F)ccc3F)CC2)cc1 | -0.6%
COc1cc2oc(-c3ccc(O)cc3)cc(=O)c2c(O)c1OC | 5.9%
Cc1ccc(Nc2cc(C)nc3nncn23)c(C)c1 | 0.1%
CCOC(=O)CCCCCC(=O)Nc1ccc2c(c1)C(=O)N([C@@H](C)CO)C[C@@H](C)[C@H](CN(C)C(=O)Nc1ccccc1)OCCCC[C@H](C)O2 | 2.5%
CCOc1ccc(NC(=O)C2=C(C)C(=O)OC23CCC(C)CC3)cc1 (configuration not stated) | 19.0%&4.6%
CS(=O)(=O)N(Cc1ccc(Cl)cc1)c1ccc(C(=O)NCc2ccccn2)cc1 | 7.4%
O=C(COc1ccccc1Br)NC(=O)NC1CCCC1 | 8.5%
CC(=O)Nc1ccc(-c2csc(N/N=C(/C)c3ccccc3)n2)cc1 | -4.4%
CN(C)CCCN(C(=O)COc1ccc(Cl)cc1)c1nc2ccc(F)cc2s1 | -0.7%
CCn1ccc2c(OCC(=O)Nc3ccc(OC)cc3OC)cccc2c1=O | 8.8%
C[C@@H]1CN([C@@H](C)CO)C(=O)CCCn2nncc2CO[C@H]1CN(C)C(=O)c1ccccc1 | -7.2%

(list continues)
Structure | aSyn tox rescue
O=C(O)CSc1cc(NS(=O)(=O)c2ccc(Cl)cc2)c2ccccc2c1O | -5.2%
CCCCN(CC)CCNC(=O)Cn1cnc2sc(C)c(S(=O)(=O)N3CCN(c4ccccc4OC)CC3)c2c1=O | 3.9%
CCCCCn1c(CN2CCN(CCO)CC2)nc2c1c(=O)n(C)c(=O)n2C | -5.4%
C[C@H](CO)N1C[C@H](C)[C@@H](CN(C)C(=O)CN2CCOCC2)Oc2cc(Br)ccc2S1(=O)=O | 2.9%
CC(=O)c1ccc(OCC(=O)NC(=O)NC2CCCC2)cc1 | 10.4%
CC(NCc1ccc(S(N)(=O)=O)cc1)C(=O)Nc1cccc(Cl)c1 (configuration not stated) | 7.2%
COCCn1c(=S)[nH]c2sc3c(c2c1=O)CCC(C)C3 (configuration not stated) | -12.4%
Cc1cccc(N2CCN(C(=O)CCC(=O)N3CC(C)Oc4ccc(C)cc43)CC2C)c1 (configuration not stated) | 1.7%

Six structures from above, sorted by count of non-hydrogen atoms, smallest number first.
Structure | aSyn tox rescue
COCCn1c(=S)[nH]c2sc3c(c2c1=O)CCC(C)C3 (configuration not stated) | -12.4%
CC(=O)c1ccc(OCC(=O)NC(=O)NC2CCCC2)cc1 | 10.4%
CC(NCc1ccc(S(N)(=O)=O)cc1)C(=O)Nc1cccc(Cl)c1 (configuration not stated) | 7.2%
CCCCCn1c(CN2CCN(CCO)CC2)nc2c1c(=O)n(C)c(=O)n2C | -5.4%
Cc1cccc(N2CCN(C(=O)CCC(=O)N3CC(C)Oc4ccc(C)cc43)CC2C)c1 (configuration not stated) | 1.7%
CCCCN(CC)CCNC(=O)Cn1cnc2sc(C)c(S(=O)(=O)N3CCN(c4ccccc4OC)CC3)c2c1=O | 3.9%

High-throughput results: PubChem BioAssay, National Center for Advancing Translational Sciences (NCATS)

Some of the compounds tested; the hit share may differ from the screen's.
